Rev-erbA mod: Rev-erb alpha (human) modulation; 370,000 tested, 0.79% active; activity, % at 10 µM; Rev-erbα–FITC-DNA binding, fluorescence polarization, 90 min; P20393;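 active = activity above about 14%, limit read from the data; passing the limit was not always enough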;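 also: 0% = DMSO wells with 35 nM protein and 100% = DMSO wells with 750 nM protein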
SMARCA2 activ: increases SMARCA2 function in MMTV reporter cells. MG213 cells, MMTV-luciferase reporter, dexamethasone, overnight. activation, % at 9.1 µM. 370,000 tested, 1% active. AID 652017; in the data active = activation above about 7.8%;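 also: 0% = vehicle wells and 100% = reference activator wells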
hcDAF12 agonist: H. contortus DAF-12 activation, primary screen; 370,000 tested, 1.4% active; activation, % at 6.8 µM; AID 652067; HEK293 hcDAF-12 lit1-tk-luc reporter, luminescence; 0% DMSO, 100% Δ7-dafachronic acid;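 active = activation above the mean of all tested compounds plus 3 SD, cut at about 5.5% in these data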;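 also: 100% = response to 3 µM Δ7-dafachronic acid high control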
DAX1 inh-1: NR0B1 (DAX1) inhibition; P51843; HEK293 Gal4-DAX1 luciferase reporter, luminescence; inhibition, % at 6.75 µM; 340,000 tested, 0.99% active; AID 504766;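 active = inhibition above the mean over all tested compounds plus 3 SD, cut at about 4.2% in these data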;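 also: 0% = DAX1-transfected cells with DMSO and 100% = empty-vector control cells with DMSO; inhibition shows as a rise in luminescence from relieved DAX1 repression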
Target sequence (P51843 207-470 limits assumed): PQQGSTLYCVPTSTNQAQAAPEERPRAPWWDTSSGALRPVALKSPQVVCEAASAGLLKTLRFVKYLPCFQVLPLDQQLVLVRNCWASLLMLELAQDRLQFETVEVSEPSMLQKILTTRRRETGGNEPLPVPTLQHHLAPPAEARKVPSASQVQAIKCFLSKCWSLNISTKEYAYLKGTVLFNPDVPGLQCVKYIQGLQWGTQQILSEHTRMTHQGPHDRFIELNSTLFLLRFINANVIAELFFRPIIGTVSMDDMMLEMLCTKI
GAA850 FXN act: activators of GAA850 frataxin (FXN) promoter; HEK293 lucGAA850 FXN promoter luciferase reporter, 24 h; percent of 10 µM SAHA response; activation, % at 6 µM; 360,000 tested, 0.56% active;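 active = activation above the average of all compounds screened plus 3 SD, cutoff fixed separately per campaign, cut at about 7.5% in these data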;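 also: 0% = DMSO wells and 100% = 10 µM SAHA wells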
PG9 Ab binder: binds the HIV-1 gp120 antibody PG9. 360,000 tested, 0.43% active. TR-FRET gp120-PG9 antibody binding. inhibition, % at 6.7 µM. AID 624416; in the data active = inhibition above about 8.5%
HGIII-sPLA2 inh: Inhibits HGIII-sPLA2 liposome hydrolysis, primary screen. Q9NZ20. QFRET BODIPY PC-A2 liposome hydrolysis, fluorescence. inhibition, % at 12.2 µM. 370,000 tested, 0.56% active. AID 743126;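 active = inhibition above mean plus 3 SD of compounds lying within the high and low control bounds, cut at about 19% in these data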;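 also: 0% = median of test compound wells and 100% = no enzyme DMSO wells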
Target sequence (Q9NZ20 whole entry, looked up): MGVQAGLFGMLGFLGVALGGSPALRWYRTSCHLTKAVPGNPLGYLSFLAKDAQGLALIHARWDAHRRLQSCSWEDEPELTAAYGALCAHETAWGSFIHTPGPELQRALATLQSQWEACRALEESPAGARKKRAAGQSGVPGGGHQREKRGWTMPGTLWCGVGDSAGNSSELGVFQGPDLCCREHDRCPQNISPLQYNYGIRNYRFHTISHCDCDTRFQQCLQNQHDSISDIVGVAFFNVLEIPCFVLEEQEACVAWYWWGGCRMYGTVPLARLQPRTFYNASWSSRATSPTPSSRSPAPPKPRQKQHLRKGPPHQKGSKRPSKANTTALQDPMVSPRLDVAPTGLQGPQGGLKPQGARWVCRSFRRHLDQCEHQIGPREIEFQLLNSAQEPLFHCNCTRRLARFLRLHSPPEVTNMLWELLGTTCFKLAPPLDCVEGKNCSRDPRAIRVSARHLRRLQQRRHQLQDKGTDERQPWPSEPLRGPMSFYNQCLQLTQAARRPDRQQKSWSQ
DAX1 inh-2: blocks DAX1 repression of SF-1 activated StAR promoter. HEK293T StAR-luciferase reporter, SF-1/DAX-1 repression relief. inhibition, % at 6.8 µM. 370,000 tested, 1.1% active. AID 652010;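 active = inhibition above the mean over all tested compounds plus 3 SD, cut at about 3.6% in these data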;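 also: 0% = DAX-1 cells with DMSO and 100% = cells lacking DAX-1 with DMSO; higher inhibition means more luminescence from relief of DAX-1 repression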
ssDAF12 agonist: activates DAF-12 receptor from parasite S. stercoralis; HEK293 ssDAF-12/GRIP1 lit1-tk-luc reporter, luminescence; % of 3 µM dafachronic acid response; activation, % at 6.8 µM; 370,000 tested, 1% active;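 active = activation above the mean over all tested compounds plus 3 SD, cut at about 0.9% in these data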;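 also: 0% = DMSO-only wells and 100% = 3 µM delta7-dafachronic acid wells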
PLCb3 inh: blocks human PLC-beta3 enzyme activity; inhibition, % at 12.2 µM; Purified PLC-beta3, fluorogenic substrate, fluorescence; Q01970; 370,000 tested, 0.18% active; AID 720704; in the data active = inhibition above about 11%;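 also: 0% = median of compound wells on plate and 100% = full blocker control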
hgDAF-12 ag: agonists of H. glycines DAF-12 nuclear receptor; HEK293 GAL4-hgDAF12 UAS-luciferase reporter, agonist luminescence; normalized to butyrate control; activation, % at 6.8 µM; 370,000 tested, 1.8% active; AID 687014;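 active = activation above a cutoff set at the mean of all screened compounds plus 3 SD, cut at about 10% in these data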;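 also: 0% = DMSO wells and 100% = sodium butyrate wells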
* hit, by the source's call; nt = no result given. Rows are unselected (roughly 7% active in at least one column).

SMILES,Rev-erbA mod,SMARCA2 activ,hcDAF12 agonist,DAX1 inh-1,GAA850 FXN act,PG9 Ab binder,HGIII-sPLA2 inh,DAX1 inh-2,ssDAF12 agonist,PLCb3 inh,hgDAF-12 ag
O=C(Oc1ccc(-c2cnc3ccccc3n2)cc1)c1cccc([N+](=O)[O-])c1,8.6,4.0,0.9,0.4,-1.6,0.7,0.2,0.4,-1.1,-2.1,-0.5
COc1ccccc1CNC(=O)OCc1nccnc1C(=O)Nc1ccc(Br)cn1,5.6,-0.3,-0.4,0.0,0.6,-0.2,4.4,0.1,-0.1,0.1,4.5
O=C(NC(=S)NC1CCS(=O)(=O)C1)c1ccccc1F (stereo unspecified),-3.3,-2.7,-0.1,0.6,0.8,-1.9,8.1,-0.7,-0.8,-8.3,2.9
COc1ccc(C)cc1NC(=O)C1CCC(CNc2c(N3CCOCC3)c(=O)c2=O)CC1 (stereo unspecified),-8.1,-1.3,-0.4,0.1,2.0,0.6,-2.9,0.7,-1.3,3.7,0.8
N#Cc1ccccc1Oc1ccccc1C=O,-4.4,1.9,0.1,2.2,0.0,-1.9,3.8,-0.1,-1.4,0.4,-0.7
COc1ncnc2c1ncn2CCCNCc1ccccc1,-0.2,-3.3,-1.1,-0.6,0.3,-1.3,1.2,0.2,-1.1,1.4,-0.8
COC(=O)c1ccccc1COn1c(=O)c(C)[n+]([O-])c2ccccc21,2.7,0.3,-0.1,0.8,-1.3,-0.5,-4.8,0.2,-0.9,-8.1,-0.7
COc1ccc2[nH]c(C(=O)N3CCc4ccccc4C3)c(C)c2c1,-2.9,-0.4,-1.9,0.6,0.8,-1.4,-12.0,-0.2,-1.0,-37.8,-0.5
CC[C@@H](CCCCCCCn1ccc2ccccc21)CCC(=O)N(c1ccccc1)c1ccccc1,-2.2,-2.3,-1.6,nt,nt,nt,1.2,0.3,-0.4,1.4,2.3
Cc1ccc(-c2[nH][nH]c(=O)c(=O)c2N=Nc2ccccc2)cc1,-2.6,3.1,1.4,-0.2,-0.2,-0.5,-0.4,-0.1,-2.2,-3.2,-3.3
CCN1CCN(C(=O)CN(CCc2ccccc2)S(C)(=O)=O)CC1,6.7,-3.1,0.6,-0.6,0.4,-0.4,-2.7,0.9,-1.2,3.2,2.8
COc1ccc(-c2nc3c4ccccc4ccn3c2Cc2cccc(Cl)c2)cc1OC,1.8,-0.4,4.7,nt,nt,-4.0,5.5,-1.4,1.1*,-43.9,3.5
Cc1cccc(OCCCSc2nc3ccc(C)cc3[nH]2)c1,2.9,0.5,0.5,-0.9,0.3,1.0,-21.2,-0.2,-1.6,4.5,-1.7
CCOC(=O)C(C)(C)CC#CCN(CC#Cc1ccccc1)S(=O)(=O)c1ccc(C)cc1,5.7,-5.8,-0.7,nt,nt,0.4,-11.4,-0.6,-1.2,-4.6,1.8
NC(Cc1ccc(Cl)cc1)c1csc(Nc2ccc(S(N)(=O)=O)cc2)n1 (stereo unspecified),1.5,-6.5,0.3,nt,-0.8,0.3,2.1,4.3*,-0.6,-1.4,-1.2
COc1ccc(CCNC(=O)c2cccc(S(=O)(=O)N3CCOCC3)c2)cc1OC,-10.4,-4.7,-1.1,-0.6,2.9,0.3,9.7,0.0,-1.0,-4.7,-2.9
CC(C)(C)N(NC(=O)c1ccccc1)C(=O)c1cccc(C(=O)N(NC(=O)c2ccccc2)C(C)(C)C)c1,1.4,-0.6,0.1,1.7,-10.0,1.1,-3.8,-0.5,-1.1,0.3,0.0
COc1cccc(NC(=O)c2nc(SC)ncc2Cl)c1,0.0,-1.9,3.5,0.7,2.4,-0.8,1.1,-0.3,-0.9,-4.6,1.0
O=C(CSc1nc2ccsc2c(=O)n1NC(=O)c1ccccc1)NCc1ccco1,-0.7,1.7,0.1,0.9,2.8,-1.2,7.4,-0.1,-1.2,-1.4,5.4
C=CCSc1ncnc2sc(C)c(C)c12,-0.2,-1.1,-1.2,0.6,-1.7,-0.3,4.5,0.3,-1.1,-3.1,-0.1
CC1CCN(CCCN2C(=O)C3C(C(=O)Nc4cccc(Cl)c4)C4C=CC3(O4)C2C(=O)NC2CCCCC2)CC1 (stereo unspecified),1.8,2.6,-3.1,0.5,-1.2,-0.4,-8.4,0.6,-1.3,-2.4,1.8
CN(CC(=O)Nc1ccc(F)c(F)c1)S(=O)(=O)c1cccc2cccnc12,-1.3,-2.3,0.4,-1.5,0.2,-0.9,6.5,-0.1,0.1,-0.6,2.2
Cc1ccnc(NC(=O)c2ccc(OCC3CCCO3)cc2)c1 (stereo unspecified),-6.1,2.7,4.7,-2.1,-4.1,-0.4,-1.7,6.8*,0.1,-5.7,9.0
CCN(CC)CCN1C(=O)C(O)=C(C(=O)c2cccs2)C1c1ccccn1 (stereo unspecified),1.8,-1.8,-1.9,1.0,-2.2,1.4,-1.4,-0.2,-1.6,-22.2,0.6
CC(C)(O)[C@@H]1CC[C@@](C)(C2CC[C@]3(C)C2[C@H](O)CC2[C@@]4(C)CC[C@H](O)C(C)(C)C4[C@@H](O[C@H]4O[C@@H](CO)[C@H](O)[C@@H](O)[C@@H]4O[C@@H]4O[C@H](CO)[C@@H](O)[C@H](O)[C@H]4O)C[C@]23C)O1 (stereo in doubt),0.9,-0.1,-0.4,0.2,0.4,-2.4,5.7,0.1,-0.9,6.7,-0.4
Cc1ccc(OCC(O)Cn2c(=N)n(Cc3ccccc3)c3ccccc32)cc1 (stereo unspecified),4.2,-4.8,-0.4,-1.6,-14.0,-1.9,4.9,-2.4,-1.1,2.0,0.5
COc1cc(OC)nc(NC(=O)C(C)C)n1,3.9,-4.4,0.0,2.0,1.2,-0.1,19.7*,0.7,-1.3,6.1,3.3
COc1ccccc1CC(=O)OCC(=O)N1CCN(c2ccc(F)cc2)CC1,-0.3,-1.1,-2.1,-0.6,-0.8,-1.0,-3.6,-2.3,-0.9,-2.6,-3.0
CC(=O)CCN1CCSCCS1(=O)=O,1.5,0.5,-2.0,nt,nt,-1.6,-2.0,-1.1,-1.1,4.3,-1.9
CCc1nc(SCC(N)=O)c2c(=O)n(C)c(=O)n(C)c2n1,-0.8,2.8,-0.5,0.3,0.2,-2.5,8.3,0.3,-1.4,-1.3,-1.3

Entries of single compounds as entered above:
Shown for `COc1ccc(-c2nc3c4ccccc4ccn3c2Cc2cccc(Cl)c2)cc1OC` = Rev-erbA mod = 1.8; SMARCA2 activ = -0.4; hcDAF12 agonist = 4.7; DAX1 inh-1 = nt; GAA850 FXN act = nt; PG9 Ab binder = -4.0; HGIII-sPLA2 inh = 5.5; DAX1 inh-2 = -1.4; ssDAF12 agonist = 1.1*; PLCb3 inh = -43.9; hgDAF-12 ag = 3.5
Shown for `N#Cc1ccccc1Oc1ccccc1C=O` = Rev-erbA mod = -4.4; SMARCA2 activ = 1.9; hcDAF12 agonist = 0.1; DAX1 inh-1 = 2.2; GAA850 FXN act = 0.0; PG9 Ab binder = -1.9; HGIII-sPLA2 inh = 3.8; DAX1 inh-2 = -0.1; ssDAF12 agonist = -1.4; PLCb3 inh = 0.4; hgDAF-12 ag = -0.7

(cont.)
SMILES,Rev-erbA mod,SMARCA2 activ,hcDAF12 agonist,DAX1 inh-1,GAA850 FXN act,PG9 Ab binder,HGIII-sPLA2 inh,DAX1 inh-2,ssDAF12 agonist,PLCb3 inh,hgDAF-12 ag
COc1ccc(CCNc2nc(Cl)nc(NC(C)(C)CO)n2)cc1OC,-1.8,-2.1,-1.2,2.8,-0.8,0.5,5.5,0.0,-1.6,-2.8,-2.1
Cn1nc(C(=O)N2CCN(c3ccccc3)CC2)c2c1-c1ccccc1S(=O)(=O)C2,6.8,-1.4,-3.0,1.0,0.7,-1.1,0.3,-1.0,-1.5,-7.6,-1.8
CC(=O)c1cccc(NC(=O)NNC(=O)c2ccc3ccccc3c2)c1,-3.3,4.0,0.1,0.5,-1.8,0.8,6.3,0.1,-0.2,-1.8,-0.6
Cc1cc(NC(=O)C(C)C)n(-c2nc3ccccc3s2)n1,-1.8,-3.0,5.5,0.0,5.3,1.2,3.6,1.5,0.9*,-1.5,3.1
O=C(NCCc1ccccc1)c1ccc2c(c1)S(=O)(=O)N=C1CCCCCN12,-1.5,1.7,-1.1,0.8,3.3,-1.2,-8.0,1.6,-1.0,-3.5,0.5
O=c1[nH]cnc(O)c1C(c1ccc2c(c1)OCO2)c1c(O)nc[nH]c1=O,-4.2,-3.3,-1.2,-0.9,1.3,0.6,-3.3,1.1,-1.4,1.4,-0.5
Cc1ccccc1CN1CCNC(=O)C1CC(=O)NCCN1CCCCC1=O (stereo unspecified),6.5,0.0,0.3,0.8,0.2,-0.4,-0.6,-1.2,-0.7,-17.3,0.5
Cc1ccc(Sc2ccc([N+](=O)[O-])cc2[N+](=O)[O-])nc1,-2.1,-3.8,-0.1,-1.1,-0.4,2.4,12.1,-0.8,-0.6,4.2,1.2
COc1ccc(Cc2nnc(SC(C)C(=O)Nc3ccc(F)cc3Cl)o2)cc1 (stereo unspecified),-4.1,-1.2,-1.1,-0.9,-0.6,3.0,-3.4,-1.3,-1.3,-3.4,0.2
O=C(c1cccc(C(F)(F)F)c1)C1CCCN(Cc2ccc(OCCO)cc2)C1 (stereo unspecified),5.2,-3.4,-1.5,-0.1,1.1,-1.4,-9.8,-0.3,-1.3,0.7,3.8

Three structures from above, arranged by molecular weight, smallest number first:
SMILES,Rev-erbA mod,SMARCA2 activ,hcDAF12 agonist,DAX1 inh-1,GAA850 FXN act,PG9 Ab binder,HGIII-sPLA2 inh,DAX1 inh-2,ssDAF12 agonist,PLCb3 inh,hgDAF-12 ag
Cc1ccc(Sc2ccc([N+](=O)[O-])cc2[N+](=O)[O-])nc1,-2.1,-3.8,-0.1,-1.1,-0.4,2.4,12.1,-0.8,-0.6,4.2,1.2
CC(=O)c1cccc(NC(=O)NNC(=O)c2ccc3ccccc3c2)c1,-3.3,4.0,0.1,0.5,-1.8,0.8,6.3,0.1,-0.2,-1.8,-0.6
Cc1ccccc1CN1CCNC(=O)C1CC(=O)NCCN1CCCCC1=O (stereo unspecified),6.5,0.0,0.3,0.8,0.2,-0.4,-0.6,-1.2,-0.7,-17.3,0.5
